# Bioassay records: PubChem, The Scripps Research Institute Molecular Screening Center
# HTRA1 inh = HTRA1 serine protease inhibitors, primary screen, biochemical, fluorescence polarization, HTS. recombinant HTRA1, FP-rhodamine activity-based probe. inhibition, % at 5.96 µM. hit rate 0.5% among 340,000; in the data active = inhibition above about 36%;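 note: 0% = enzyme with DMSO and 100% = wells lacking enzyme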
# UHRF1 binding = UHRF1 methylated DNA binding inhibitors, primary screen, counter-screen for MBD2 inhibitor project, biochemical, TR-FRET, human UHRF1, single concentration | hit rate 0.75% among 370,000 | inhibition, % at 4.4 µM | UHRF1 binding to methylated oligo | E3 ubiquitin-protein ligase UHRF1 (Homo sapiens), Q96T88; in the data active = inhibition above about 21%;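 note: UHRF1 SRA domain binding a hemimethylated CpG hairpin DNA probe; 0% = median of test compound wells and 100% = reference inhibitor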
# mABHD4 FP = ABHD4 inhibitors, primary screen, biochemical, fluorescence polarization, mouse; (Lyso)-N-acylphosphatidylethanolamine lipase (Mus musculus), Q8VD66; purified mABHD4, FP-Rh probe fluorescence polarization; inhibition, % at 8.92 µM; hit rate 0.54% among 370,000; AID 720543, 2013;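 active = inhibition exceeding the mean over every tested compound plus 3 SD, cut at about 30% in these data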;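 note: 0% = plate median of compound wells and 100% = S159A mutant with DMSO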
# Target sequence (Q8VD66 whole entry, looked up): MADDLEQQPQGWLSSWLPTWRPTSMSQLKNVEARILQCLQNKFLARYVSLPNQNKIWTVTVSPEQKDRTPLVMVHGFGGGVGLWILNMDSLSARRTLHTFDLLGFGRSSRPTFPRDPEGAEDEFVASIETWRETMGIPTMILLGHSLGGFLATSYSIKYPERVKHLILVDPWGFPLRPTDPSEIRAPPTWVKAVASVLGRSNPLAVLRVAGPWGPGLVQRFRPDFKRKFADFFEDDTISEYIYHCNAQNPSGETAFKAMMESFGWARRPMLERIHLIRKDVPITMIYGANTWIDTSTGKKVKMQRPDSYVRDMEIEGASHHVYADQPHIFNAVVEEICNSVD
#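 Assay system: wild-type mouse ABHD4 protein; compound: single nominal dose of 8.92 µM, 0.89% DMSO final; schedule: 45 min + 60 min at 25 °C; measured by: FP readout, ex 525 nm / em 598 nm; evaluation: % inhibition of FP-Rh probe binding versus controls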
# LEDGF integ inh = blockers of LEDGF/p75-dependent integrase strand transfer – biochemical, TR-FRET, high throughput, primary screen | inhibition, % at 3.7 µM | hit rate 0.64% among 370,000 | HIV-1 integrase (with human LEDGF/p75) | TR-FRET IN-LEDGF/p75 DNA integration, Eu/Cy5;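 active = inhibition above the screen-wide mean plus 3 SD, cut at about 13% in these data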;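 note: signal is the Cy5 over europium emission ratio at 671 and 618 nm; 0% = plate median of compound wells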
# PG9 binder = binders of HIV-1 gp120 antibody PG9, primary screen, biochemical, TR-FRET | HIV-1 gp120 / PG9 antibody interaction | TR-FRET gp120-PG9 antibody binding | inhibition, % at 6.7 µM | hit rate 0.43% among 360,000 | AID 624416, 2012; in the data active = inhibition above about 8.5%
# SIAE inh = human SIAE inhibitors, primary screen, biochemical, fluorescence polarization, FP-Rh probe, 1536-well HTS; Sialate O-acetylesterase (Homo sapiens), Q9HAT2; SIAE FP-Rh probe binding; inhibition, % at 9.66 µM; hit rate 0.69% among 370,000; AID 1053197, 2014;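 active = inhibition above a cutoff: mean of compounds within the control limits plus 3 SD of those, cut at about 17% in these data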;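 note: 0% = plate median of compound wells and 100% = probe without SIAE protein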
# PRMT1 FP inh = PRMT1 methyltransferase inhibitors, primary screen, biochemical, fluorescence polarization; Protein arginine N-methyltransferase 1 (Homo sapiens), Q99873; recombinant PRMT1, activity-based probe fluorescence polarization; inhibition, % at 2.79 µM; hit rate 1.3% among 370,000; AID 652257, 2013;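 active = inhibition above about 21% made by adding two undisclosed values, limit read from the data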
# TCR CD3 inh = inhibitors of human TCR-CD3 interaction, primary screen, biochemical, fluorescence, TAMRA-labeled TCR probe. hit rate 0.37% among 360,000. T-cell receptor (TCR). inhibition, % at 9.4 µM. AID 651800, 2012; in the data active = inhibition above about 19%;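 note: recombinant mutant TCR 2C K166C tagged with TAMRA read by polarization; 0% = receptor in buffer alone and 100% = receptor with positive control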
# Tn7 DDE FP = inhibitors of Tn7 peptide binding to fibrin DD(E), primary screen, biochemical, fluorescence polarization, human fibrin, Tn7 probe; Fibrinogen beta chain (Homo sapiens), P02675; FP displacement of FITC-Tn7 peptide from fibrin DD(E); 0% = median of compound wells per plate; inhibition, % at 8.3 µM; hit rate 0.13% among 370,000; AID 720508, 2013;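 active = inhibition above the mean of compounds falling within the control limits plus 3 SD of them, cut at about 14% in these data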;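 note: 0% = plate median of compound wells and 100% = 10 µM Aha-Tn7 peptide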
# Target sequence (P02675 whole entry, looked up): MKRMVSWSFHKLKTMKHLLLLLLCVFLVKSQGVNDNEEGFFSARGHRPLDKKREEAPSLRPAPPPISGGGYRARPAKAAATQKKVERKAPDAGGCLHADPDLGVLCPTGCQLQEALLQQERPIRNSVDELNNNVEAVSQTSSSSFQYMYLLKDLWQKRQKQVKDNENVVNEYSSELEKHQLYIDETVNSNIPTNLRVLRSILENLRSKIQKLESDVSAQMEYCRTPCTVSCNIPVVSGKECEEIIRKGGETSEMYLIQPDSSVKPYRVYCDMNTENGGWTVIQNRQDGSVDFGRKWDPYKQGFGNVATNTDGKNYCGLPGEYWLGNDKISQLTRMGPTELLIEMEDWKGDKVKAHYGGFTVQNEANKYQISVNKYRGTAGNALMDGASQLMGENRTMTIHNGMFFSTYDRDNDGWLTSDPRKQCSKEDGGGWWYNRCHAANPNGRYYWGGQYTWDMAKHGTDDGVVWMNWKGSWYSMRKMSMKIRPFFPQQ
#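 Assay system: human fibrin DD(E). Input: DD(E) 2 µM final. Medium: Tris buffer with calcium and detergent, pH 7.8. Compound dosing: single point at 8.3 µM. Timing: 10 min plus 3 h, room temperature. Technique: fluorescence polarization of the labelled Tn7 tracer. Read-out: percent inhibition. Replicates: singlicate testing.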
# TDP2 absorb = human TDP2 enzyme inhibitors, primary screen, biochemical, epi absorbance, recombinant enzyme. Tyrosyl-DNA phosphodiesterase 2 (Homo sapiens), O95551. T5PNP hydrolysis, p-nitrophenol absorbance 415 nm. inhibition, % at 12.8 µM. hit rate 0.34% among 370,000;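 active = inhibition above the mean of all tested compounds plus 3 SD, set per campaign, cut at about 25% in these data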;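 note: 0% = DMSO with enzyme and 100% = buffer with substrate but no TDP2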
#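 Read-out basis: percent inhibition. System: recombinant human TDP2. Buffer or medium: Mg2+-containing Tris-HCl buffer, pH 7.5. Repeats: single replicate. Timing: reaction 2 h, 37 °C. Benchmarks: high control without enzyme, low control DMSO plus TDP2. Probe or stimulus: 5 mM T5PNP. Doses: 12.8 µM only. Measured by: epi absorbance of p-nitrophenol freed from T5PNP by hydrolysis.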
# An asterisk follows results filed as active; x = no result given. An unsorted share of the library; about 4.2% have a hit in one of these screens.
SMILES,HTRA1 inh,UHRF1 binding,mABHD4 FP,LEDGF integ inh,PG9 binder,SIAE inh,PRMT1 FP inh,TCR CD3 inh,Tn7 DDE FP,TDP2 absorb
CN(C)S(=O)(=O)c1cccc(NC(=S)N/N=C/C(c2ccccc2)c2ccccc2)c1,-21,3,-3,-3,1.6,8,-1,4,-1,2
O=C(c1cc(F)ccc1F)C1CCCN(C(=O)CCCN2CCCCC2=O)C1 (centres undefined),2,0,-4,-1,0.3,-8,3,-1,-3,6
O=S(=O)(NC(=NC1CCCCC1)c1ccccc1)c1ccc(F)cc1,-1,1,5,2,-1.1,-1,-1,4,-2,3
O=C(Cc1cccs1)N1CCN(S(=O)(=O)c2ccc(F)c(F)c2)CC1,9,0,7,0,1.1,1,-5,6,7,8
COc1cc(OC)cc(C(=O)Nc2cccc(NC(=O)c3ccccc3)c2)c1,-52,6,-33,5,1.2,-24,8,-7,2,-16
Cc1cc(OCC(=O)OCC(=O)N2CCc3ccccc32)ccc1Cl,-24,0,6,-2,0.5,-7,1,2,3,-13
O=C(O)CC(NC(=O)CCC1CCCCC1)c1cc([N+](=O)[O-])ccc1Cl (centres undefined),3,1,-3,1,-0.7,4,-2,-2,-1,-11
Cc1nnc2n1N=CC=C(c1ccccc1)S2,8,-4,-6,1,-0.6,7,-2,5,-5,0
Cc1ccccc1NS(=O)(=O)c1ccc(C(=O)NN2CCCCC2)cc1,7,-1,-2,-2,-0.8,1,-1,-1,3,-10
Cc1csc(SCC(=O)Nc2sc3c(c2C#N)CCC3)n1,-9,-1,-1,-1,0.5,-7,1,2,0,1
COC(=O)CC1C(=O)NCCN1C(=O)c1oc2c(C)c(C)ccc2c1C (centres undefined),2,-2,2,-4,0.8,0,0,1,2,4
COc1ccc(-c2nn(-c3ccccc3)cc2/C=C2/SC(=S)N(CCC(=O)O)C2=O)cc1,-28,-8,6,0,0.5,-14,3,5,6,11
Cc1cccc(C)c1NC(=O)C(c1ccccc1)N1CCN(c2ccc(F)cc2)CC1 (centres undefined),x,0,-9,4,-1.2,-4,-9,-3,-2,-8
O=C(CSc1nncs1)Nc1ccc2c(c1)OCO2,-1,-1,4,3,-1.5,2,-4,-4,-4,2
CCC1=C(OC(=O)N(CC)CC)N2C(=O)OC(=NCCc3c[nH]c4ccccc34)[C@]2(Cc2ccccc2)[C@H]2C1=CC[C@H]1C(=O)N(c3ccccc3)C(=O)[C@H]12,-7,2,11,-1,-0.3,-5,0,5,-3,-4
CC1CC(C)CN(C(=O)C(C)N2CCN(S(=O)(=O)c3ccccc3F)CC2)C1 (centres undefined),-4,0,5,-3,0.7,0,-4,0,5,3
CC(=O)N1CCc2cc(S(=O)(=O)Nc3ccc(C)cc3)ccc21,1,5,0,6,1.1,3,-4,4,-2,3
O=[N+]([O-])c1ccc(Cl)cc1NCCCN1CCOCC1,7,-15,1,3,-0.5,-3,-1,5,1,-2
CC(C)(C)c1ccc(C(=O)CSc2ncn[nH]2)cc1,-7,0,-4,3,1.9,-1,19,-7,4,10
CCOC(=O)Nc1ccc2c(c1)N(C(=O)CCN1CCN(CCO)CC1)c1ccccc1S2,-7,1,-2,3,-1.0,1,-2,2,0,4
O=C(Nc1ccc(F)cc1)N1CCCC(c2nc3c(nnn3Cc3ccccc3Cl)c(=O)[nH]2)C1 (centres undefined),1,0,2,0,2.0,-9,0,-6,4,6
CSc1nnc(C)c(=O)n1COC(=O)COc1ccccc1C,4,3,3,3,-1.4,1,-2,4,-2,4
Cn1c(=N)n(CC(O)c2cccc3ccccc23)c2ccccc21 (centres undefined),10,-3,11,-4,0.6,7,0,1,3,7
O=C(NCc1ccco1)C1c2ccccc2Oc2ccccc21,-6,1,-1,2,-0.3,-11,0,2,5,7
CCCCNC(=O)c1onc(CS(=O)(=O)c2ccccn2)c1C(=O)NCCCC,7,6,1,2,-1.4,2,1,-2,-4,0

# (more compounds)
SMILES,HTRA1 inh,UHRF1 binding,mABHD4 FP,LEDGF integ inh,PG9 binder,SIAE inh,PRMT1 FP inh,TCR CD3 inh,Tn7 DDE FP,TDP2 absorb
COc1ccc(/C=N/Nc2ccc(C(=O)O)cc2)c(OC)c1OC,6,0,2,-5,-12,2,1,-2,3,14
CC(=O)N[C@@H](Cc1c[nH]c2ccccc12)C(=O)NCc1ccccc1,-3,-1,-4,-2,1.1,-3,1,5,4,-6
COc1ccc(C2c3[nH]c4ccccc4c3CCN2C(=O)c2cc3ncccn3n2)c(F)c1 (centres undefined),-26,-2,-8,0,0.8,-3,1,-2,9,-1
CCNC(=S)Nc1cc(C)ccn1,0,2,5,-3,-1.9,2,-1,2,1,-9
Cc1ccc(CNC(=O)CCc2cn(C)c3ccccc23)cc1,-8,-2,-9,1,-0.7,-3,-3,3,1,11
COc1ccccc1N1CCN(C(=O)CCC(=O)N2CCN(c3ccc(F)cc3)CC2)CC1,8,3,-13,5,0.0,-2,4,-8,4,-9
Cc1c(C(=O)Oc2ccc(Cl)cc2)n(C)oc1=O,4,1,0,3,-1.9,0,-2,11,1,2
CCCCNC(=O)C[C@@H]1C[C@@]2(C(=O)OCC)CCC=C2N(Cc2cccc3ccccc23)C1=O,x,0,-12,2,-0.3,-4,-4,6,-3,0
COc1cccc(CN2CCN(Cc3c(C)nn(C(C)C)c3C)CC2CCO)c1 (centres undefined),0,1,2,0,-0.1,4,-2,4,2,-1
Cc1cc(S(=O)(=O)N2CCCCC2)ccc1OCC(=O)N1CCOCC1,-1,-1,-4,1,-2.9,-1,-1,6,1,5
COC(=O)c1ccc(NS(=O)(=O)c2cccc3cccnc23)cc1,5,-2,-3,-1,-0.1,-2,1,2,-5,-6
Cc1ccccc1CN1C(=O)[C@@H]2Cc3c([nH]c4ccccc34)C(C)(C)N2C1=O,-25,0,-7,1,1.0,-4,1,4,-10,8
CN(Cc1ccccc1)C(=O)COC(=O)c1cc(Cl)nc(Cl)c1,6,-4,-1,-1,-0.2,-2,-1,0,7,2
COc1cc2[nH]c(=S)nc(NCCc3ccc(C)cc3)c2cc1OC,-6,7,1,-3,7.7,5,3,-6,3,-8
Cc1ccc(Nc2nc3ccccc3s2)cc1,-3,1,10,2,-0.1,7,0,8,4,-5
Cc1cc(=O)[nH]c(NN)n1,11,-2,4,1,-0.9,0,2,7,4,-4
CC(Cc1cccnc1)NC(=O)CCc1nnc(-c2ccccc2)o1 (centres undefined),0,-1,0,-1,0.0,-1,3,-7,1,11
CCCCCn1nnnc1C1c2ccccc2OCC(=O)N1Cc1ccco1 (centres undefined),x,3,0,4,x,-2,-1,x,-8,-11
CCCCCc1nc(-c2nonc2N)no1,-2,-4,1,0,0.2,-4,-1,8,4,-1
CCn1c(C)nc2cc(C(=O)NNC(=S)Nc3ccc(C)cc3)ccc21,-4,1,-2,-8,0.0,0,4,-8,1,-5
CC(Sc1nncs1)C(=O)Nc1ccc2c(c1)OCO2 (centres undefined),11,-2,9,5,-1.4,10,-4,11,-4,11
C=CCNC(=O)C1CC(=O)N(c2ccc(OCC(=O)Nc3c(C)cccc3C)cc2)C1 (centres undefined),-1,1,-6,5,-0.9,9,-3,3,3,-7
Cc1cc2nc(C)n(CCCNC(=O)Nc3ccccc3)c2cc1C,-3,0,3,-2,1.6,0,0,-2,5,3
Cc1cc(NC(=O)COC(=O)C2CSC3(C)CCC(=O)N23)ccc1Br (centres undefined),-5,-3,-3,-2,-0.9,-2,1,0,3,1
CCn1c(SCC(N)=O)nnc1-c1ccc2[nH]c(C)c(C)c2c1,-2,1,16,1,0.8,2,1,8,0,-6

# 4 structures already listed, arranged by length of the SMILES, rising.
SMILES,HTRA1 inh,UHRF1 binding,mABHD4 FP,LEDGF integ inh,PG9 binder,SIAE inh,PRMT1 FP inh,TCR CD3 inh,Tn7 DDE FP,TDP2 absorb
Cc1cc2nc(C)n(CCCNC(=O)Nc3ccccc3)c2cc1C,-3,0,3,-2,1.6,0,0,-2,5,3
Cc1cc(OCC(=O)OCC(=O)N2CCc3ccccc32)ccc1Cl,-24,0,6,-2,0.5,-7,1,2,3,-13
CCn1c(SCC(N)=O)nnc1-c1ccc2[nH]c(C)c(C)c2c1,-2,1,16,1,0.8,2,1,8,0,-6
CCC1=C(OC(=O)N(CC)CC)N2C(=O)OC(=NCCc3c[nH]c4ccccc34)[C@]2(Cc2ccccc2)[C@H]2C1=CC[C@H]1C(=O)N(c3ccccc3)C(=O)[C@H]12,-7,2,11,-1,-0.3,-5,0,5,-3,-4

# Following part.
SMILES,HTRA1 inh,UHRF1 binding,mABHD4 FP,LEDGF integ inh,PG9 binder,SIAE inh,PRMT1 FP inh,TCR CD3 inh,Tn7 DDE FP,TDP2 absorb
COc1cc(C(=O)Oc2ccc(C(=S)N3CCOCC3)cc2)cc(OC)c1OC,12,0,-2,2,-1.3,0,2,8,-4,-8
CCCCCCCCN1C(=O)[C@@H](CC(=O)NCCc2ccccc2OC)C[C@@]2(C(=O)OC)C1=C[C@H](C1CCCC1)O[C@@H]2C,x,0,1,1,-0.1,-1,6,-2,-3,4
CCOc1ccc2nc(N3CCCN(C(=O)Nc4ccccc4C)CC3)c(C#N)cc2c1,-5,1,7,3,1.4,5,2,-1,-2,-2
COc1cc(C(=O)OCC(=O)N2CCCC2)cc(OC)c1OC,7,-2,0,0,-0.5,-2,-1,1,-4,1
CC(CCc1ccco1)NC(=O)CSc1cc(=O)n(C)c2ccccc12 (centres undefined),0,-1,-2,0,1.3,2,-3,2,7,6
Cc1ccc(F)cc1NC(=O)CN1CCN(Cc2ccccc2)CC1,10,0,-7,5,0.8,7,-5,1,-11,-11
Cc1ccc2[nH]c(-c3ccccc3)c(CN3CCCC3)c(=O)c2c1,-18,0,1,3,-2.4,-3,0,3,5,7
C[C@H](CO)N1C[C@H](C)[C@H](CN(C)C(=O)c2ccccc2)OCc2ccccc2-c2c(n(C)c3ccccc23)C1=O,-7,0,-1,5,1.0,-3,-7,2,-4,6
COc1ccc(CN(C)C(=O)CNC(=O)c2sc3ccccc3c2Cl)c(OC)c1OC,-5,1,-1,5,-0.9,-12,-3,0,-7,6
